TDP2 inh: TDP2 (human) inhibition, absorbance primary screen; O95551; recombinant TDP2, T5PNP hydrolysis, p-nitrophenol absorbance 415 nm; inhibition, % at 12.8 µM; 370,000 compounds, 0.34% hits; AID 720702;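 active means inhibition above the mean of all tested compounds plus 3 SD, set per campaign, cut at about 25% in these data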;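 further: 0% = DMSO with enzyme and 100% = buffer with substrate but no TDP2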
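System – recombinant human TDP2 · Quantity – TDP2 enzyme at 120 nM final · Doses – single concentration, 12.8 µM nominal, with 1% DMSO · Incubation – 2 h at 37 °C · Measured by – epi absorbance of p-nitrophenol freed from T5PNP by hydrolysis · Read-out – % inhibition relative to enzyme-containing and enzyme-free wells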
TCR-CD3 inh: blocks the human TCR-CD3 interaction | inhibition, % at 9.4 µM | AID 651800 | 360,000 compounds, 0.37% hits | TAMRA-labeled TCR probe fluorescence, biochemical; in the data active means inhibition above about 19%;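 further: recombinant mutant TCR 2C K166C tagged with TAMRA read by polarization; 0% = receptor in buffer alone and 100% = receptor with positive control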
mABHD4 FP: ABHD4 (mouse) inhibition, primary FP screen; Q8VD66; purified mABHD4, FP-Rh probe fluorescence polarization; inhibition, % at 8.92 µM; 370,000 compounds, 0.54% hits;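 active means inhibition exceeding the mean over every tested compound plus 3 SD, cut at about 30% in these data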;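 further: 0% = plate median of compound wells and 100% = S159A mutant with DMSO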
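Test system: mABHD4 protein; Read-out basis: % inhibition; Incubation: 45 min + 60 min at 25 °C; Repeats: single replicate; Technique: fluorescence polarization with parallel and perpendicular emission, 525/598 nm; Compound: 8.92 µM, single dose; Benchmarks: full inhibition S159A mutant plus DMSO, zero as sample-well median.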
DDE Tn7 FP inh: inhibitors of Tn7 peptide binding to human fibrin DD(E); 370,000 compounds, 0.13% hits; FP displacement of FITC-Tn7 peptide from fibrin DD(E); 0% = median of compound wells per plate; inhibition, % at 8.3 µM; P02675;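 active means inhibition above the mean of compounds falling within the control limits plus 3 SD of them, cut at about 14% in these data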;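 further: 0% = plate median of compound wells and 100% = 10 µM Aha-Tn7 peptide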
Target sequence (P02675 whole entry, looked up): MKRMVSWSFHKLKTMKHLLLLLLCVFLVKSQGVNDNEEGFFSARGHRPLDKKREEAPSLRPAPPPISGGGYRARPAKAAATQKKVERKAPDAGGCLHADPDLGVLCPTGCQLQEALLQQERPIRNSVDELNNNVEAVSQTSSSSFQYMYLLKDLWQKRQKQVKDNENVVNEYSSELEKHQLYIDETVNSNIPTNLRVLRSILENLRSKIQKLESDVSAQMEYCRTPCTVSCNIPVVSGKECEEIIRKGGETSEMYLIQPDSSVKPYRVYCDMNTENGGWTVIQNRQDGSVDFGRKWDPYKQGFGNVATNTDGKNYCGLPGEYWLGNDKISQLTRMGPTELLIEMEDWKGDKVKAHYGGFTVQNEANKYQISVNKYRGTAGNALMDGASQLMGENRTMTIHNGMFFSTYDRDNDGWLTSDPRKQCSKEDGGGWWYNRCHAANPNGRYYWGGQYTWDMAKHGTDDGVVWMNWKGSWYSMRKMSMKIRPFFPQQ
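Measure: % inhibition scaled between sample-field median and high-control FP; Test system: human fibrin DD(E); Quantity: 2 µM final DD(E) protein; Doses: one dose, 8.3 µM nominal; Schedule: compound with protein 10 min, then 3 h after probe, room temperature; Detection: fluorescence polarization; Medium: Tris buffer with calcium and detergent, pH 7.8.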
PRMT1 FP inh: PRMT1 (human) inhibition, primary screen; recombinant PRMT1, activity-based probe fluorescence polarization; inhibition, % at 2.79 µM; 370,000 compounds, 1.3% hits; AID 652257;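 active means inhibition above about 21% made by adding two undisclosed values, limit read from the data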
Target sequence (Q99873 whole entry, looked up): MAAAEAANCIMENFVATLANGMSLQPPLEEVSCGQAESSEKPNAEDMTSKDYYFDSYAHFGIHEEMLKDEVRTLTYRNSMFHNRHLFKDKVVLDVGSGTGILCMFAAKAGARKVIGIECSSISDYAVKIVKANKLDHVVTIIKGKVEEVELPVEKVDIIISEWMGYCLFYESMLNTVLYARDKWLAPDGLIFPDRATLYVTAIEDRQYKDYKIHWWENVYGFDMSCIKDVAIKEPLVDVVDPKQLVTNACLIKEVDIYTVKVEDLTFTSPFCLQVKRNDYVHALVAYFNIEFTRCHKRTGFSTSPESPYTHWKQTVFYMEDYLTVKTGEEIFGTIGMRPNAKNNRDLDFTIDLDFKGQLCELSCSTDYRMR
SIAE inh: blocks human sialic acid acetylesterase; Q9HAT2; SIAE FP-Rh probe binding, fluorescence polarization; inhibition, % at 9.66 µM; 370,000 compounds, 0.69% hits;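 active means inhibition above a cutoff: mean of compounds within the control limits plus 3 SD of those, cut at about 17% in these data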;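 further: 0% = plate median of compound wells and 100% = probe without SIAE protein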
PG9 binder: PG9 antibody binding by small molecule | AID 624416 | TR-FRET gp120-PG9 antibody binding | inhibition, % at 6.7 µM | 360,000 compounds, 0.43% hits; in the data active means inhibition above about 8.5%
HTRA1 inhibitor: inhibitors of human serine peptidase HTRA1; Q92743; recombinant HTRA1, FP-rhodamine activity-based probe, fluorescence polarization; inhibition, % at 5.96 µM; 340,000 compounds, 0.5% hits; AID 504803; in the data active means inhibition above about 36%;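 further: 0% = enzyme with DMSO and 100% = wells lacking enzyme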
UHRF1 binding: human UHRF1 methylated DNA binding inhibitors | inhibition, % at 4.4 µM | UHRF1 binding to methylated oligo, TR-FRET | 370,000 compounds, 0.75% hits | Q96T88; in the data active means inhibition above about 21%;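 further: UHRF1 SRA domain binding a hemimethylated CpG hairpin DNA probe; 0% = median of test compound wells and 100% = reference inhibitor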
LEDGF integ inh: blocks HIV-1 LEDGF/p75-dependent DNA integration; TR-FRET IN-LEDGF/p75 DNA integration, Eu/Cy5; inhibition, % at 3.7 µM; 370,000 compounds, 0.64% hits; AID 743269;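 active means inhibition above the screen-wide mean plus 3 SD, cut at about 13% in these data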;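 further: signal is the Cy5 over europium emission ratio at 671 and 618 nm; 0% = plate median of compound wells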
* marks the source's active call; other numbers are inactive results; · = no result given; & = joins results of further samples.

SMILES	TDP2 inh	TCR-CD3 inh	mABHD4 FP	DDE Tn7 FP inh	PRMT1 FP inh	SIAE inh	PG9 binder	HTRA1 inhibitor	UHRF1 binding	LEDGF integ inh
COc1cc2c(cc1OC)C(C)N(C(=O)Cn1ncc3c1-c1cc(C)ccc1OC3)CC2 (centres undefined)	-4	2	2	-7	1	-6	-0.4	-2	-2	1
COc1cccc(C(=O)NCCS(=O)(=O)NCc2ccccn2)c1	9	6	-1	8	-3	7	-0.7	-1	0	8
CC(C)OC(=O)c1nnn(-c2nonc2N)c1CN1CCCCCC1	-23	4	-9	4	0	-11	-0.4	1	2	3
CCCSc1nc(=O)n2cc(C)ccc2n1	-1	-2	1	-6	0	3	-1.6	3	4	3
O=C(O)c1ccc(Oc2cc(Oc3ccc(C(=O)O)cc3)cc([N+](=O)[O-])c2)cc1	8	-1	13	1	4	-2	1.1	4	2	-4
CCCn1nnnc1NCc1ccc(N(C)C)cc1	-5	0	-7	2	0	-1	-2.3	6	2	2
CCCN(C(=O)Cn1ncc2c([nH]c3ccccc32)c1=O)c1ccccc1C	6	-4	-1	-7	-2	-1	1.5	-3	17	0
N#CC(=Cc1ccc(O)cc1)C(N)=C(C#N)C#N	2	-2	7	-6	1	-4	-0.5	3	0	-2
CC(=O)Nc1sc2c(c1CN1CCCC1)CCCC2	-8	0	-3	2	-1	10	-2.2	3	0	-1
CSCC[C@H](NC(=O)N1CCn2c1nc1ccccc12)C(=O)NC1CC1	-7	1	3	-7	0	-3	1.0	1	0	5
O=c1cc(CSc2nnc3ccccn23)c2c(ccc3ccccc32)o1	4	10	6	-5	3	6	-0.6	0	-6	0
CCN(CC)c1ncnc2c1nnn2C	-7	-5	0	-8	-2	-2	-0.4	-3	2	-1
CCCSc1nnc2nc(C)cc(C)n12	6	-3	4	0	5	-6	-0.2	-2	2	-4
Cc1cccc(CN[C@@H]2CC[C@@]34CCCN3C(=O)CCC[C@H]4C2)c1	7	·	-1	-2	3	2	·	·	-3	-1
CC1CCN(CCNC(=S)Nc2ccc(Cl)cc2)CC1	-18	2	-1	2	-3	0	-1.1	0	-2	5
CC(C)C(=O)N1CCC1(C)C(=O)Nc1ccc(-n2cccc2)cc1 (centres undefined)	4	-8	0	3	3	2	1.2	·	1	-3
CCN(C(=O)CCN1C(=O)S/C(=C\c2ccccc2)C1=O)C1CCS(=O)(=O)C1 (centres undefined)	7	3	-3	-6	0	-4	-1.1	2	-4	-1
O=C(NC1CCCCC1)C(CCc1ccccc1)N1CCc2ccccc2C1 (centres undefined)	5	-2	2	4	-3	0	-0.7	·	-1	-6
COC(=O)Cn1c(C)nc(=O)c(-c2ccccc2)c1C	-1	1	2	1	-3	-2	-1.7	-4	-1	-1
O=c1c2ccccc2c(C=Nc2ccc(S(=O)(=O)Nc3ncccn3)cc2)c(O)n1-c1cccc(Cl)c1	-21	-9	-2	-7	-2	1	-0.3	·	5	2
Cc1cc(N2C(=O)C(O)=C(C(=O)c3ccco3)C2c2ccccc2F)no1 (centres undefined)	12	-11	5	-2	1	7	10*	2	1	2
CC1CCCN(S(=O)(=O)c2ccc3c(c2)c(=O)nc2ccc(Cl)cn23)C1 (centres undefined)	2	1	2	1	1	-6	0.0	-1	3	1
CCOC(=O)C1CCCN(Cc2ccc3c(c2)OCO3)C1 (centres undefined)	10	8	5	-3	-2	3	-0.4	-1	-3	-4
CN(CC(=O)O)Cc1nc2ccccc2[nH]1	1	5	1	8	-3	11	-0.1	-1	-5	1
CCOC(=O)C1=C(C)NC(=O)NC1/C=C/c1ccccc1 (centres undefined)	1	7	-1	5	-4	2	-0.6	-7	0	0
COc1ccc(CCNC(=O)COC(=O)c2cc(=O)c3ccccc3o2)cc1	-3	-8	3	-5	1	2	0.9	5	-2	-3
COc1ccc(CN(C(=O)CN2C(=O)NC3(CCC(C)CC3)C2=O)C(C)Cc2cccs2)cc1 (centres undefined)	-1	-2	-3	4	-4	1	-1.4	-20	-1	-1
Cc1c(C(=O)NCCSCc2c(F)cccc2Cl)cnn1-c1ccc(F)cc1	9	6	-5	1	-1	-1	-1.2	-20	-2	-1
Cc1nnc(NC(=O)c2ccc3nccnc3c2)s1	11	10	3	2	0	2	1.3	0	-2	5
N#Cc1ccsc1NC(=O)C1CCN(C(=O)c2ccc(F)cc2)CC1	6	-1	3	-2	-2	-6	0.9	4	-3	1
CC(C)(C)c1ccc(S(=O)(=O)N2CCC(C(=O)NCC3COCCO3)CC2)cc1 (centres undefined)	6	·	6	-2	9	0	·	·	0	-1
CCOC(=O)[C@@H]1[C@H]2COc3cc(OC)ccc3[C@@H]2N2C(=O)N(c3cccc(F)c3)C(=O)[C@]12C	0	4	-1	1	0	-1	-0.7	-13	16	-2
CCOC(=O)c1c(C)[nH]c(C(=O)NNC(=O)c2ccc(Br)cc2)c1C	9	-9	-8	6	4	-1	-0.5	-10	1	-3
COCCCn1nnnc1SCC(=O)Nc1nc2ccccc2s1	-1	6	1	1	-1	1	-2.6	7	2	0
O=C(CSc1nnc(SCc2ccccc2)s1)NNC(=S)Nc1ccccc1	-12	3	-9	8	15	0	0.9	-3	-1	-2
O=C(CN(Cc1ccccc1)C(=O)c1csnn1)NCc1ccccc1	5	1	-8	-3	-4	7	-0.4	1	0	-2
O=[N+]([O-])c1cc(C(F)(F)F)ccc1Sc1ccccn1	0	-2	3	-2	-3	5	-2.1	-7	-2	1
O=C1Nc2ccccc2C12OCCCO2	6	12	4	1	-4	3	0.6	1	-2	0
Cc1cccc(/C(N)=N/OC(=O)c2ccc3c(c2)OCO3)c1	10	2	3	2	-2	7	-0.1	-5	-5	0
O=C(CCSc1ccccc1)Nc1ncccn1	-5	1	0	8	-1	14	1.5	5	1	0

A portion from the list above, for reference:
SMILES	TDP2 inh	TCR-CD3 inh	mABHD4 FP	DDE Tn7 FP inh	PRMT1 FP inh	SIAE inh	PG9 binder	HTRA1 inhibitor	UHRF1 binding	LEDGF integ inh
CCOC(=O)[C@@H]1[C@H]2COc3cc(OC)ccc3[C@@H]2N2C(=O)N(c3cccc(F)c3)C(=O)[C@]12C	0	4	-1	1	0	-1	-0.7	-13	16	-2
CCOC(=O)c1c(C)[nH]c(C(=O)NNC(=O)c2ccc(Br)cc2)c1C	9	-9	-8	6	4	-1	-0.5	-10	1	-3
COCCCn1nnnc1SCC(=O)Nc1nc2ccccc2s1	-1	6	1	1	-1	1	-2.6	7	2	0
O=C(CSc1nnc(SCc2ccccc2)s1)NNC(=S)Nc1ccccc1	-12	3	-9	8	15	0	0.9	-3	-1	-2
O=C(CN(Cc1ccccc1)C(=O)c1csnn1)NCc1ccccc1	5	1	-8	-3	-4	7	-0.4	1	0	-2

Further records.
SMILES	TDP2 inh	TCR-CD3 inh	mABHD4 FP	DDE Tn7 FP inh	PRMT1 FP inh	SIAE inh	PG9 binder	HTRA1 inhibitor	UHRF1 binding	LEDGF integ inh
COCCNc1ncnc2c1cnn2-c1ccc(Cl)cc1	-2	4	-8	4	0	-6	-3.1	1	-2	3
O=c1[nH]c(C(F)(F)F)nc2c1nnn2Cc1ccccc1F	18	4	4	0	-2	2	1.4	-7	-2	1
CCOC(=O)c1ccc(NC(C)=O)c([N+](=O)[O-])c1	-1	-4	-1	3	1	-5	0.1	1	2	-7
O=C1CC(c2ccccc2)NC(=O)N1 (centres undefined)	-8	-9	0	-5	1	-2	-1.9	10	3	-6
COc1ccc(OC)c(-n2nnnc2SCC(=O)Nc2nc(C)c(C)s2)c1	-18	3	1	-3	-2	4	5.4	1	0	2
CCN(CC)c1ccc(/C=N/N=C(N)N)c(O)c1	-2	-4	17	-5	-1	12	-9.2	30	-7	-7
CCOc1cc2[nH]c(=O)n(CCCCC(=O)NCc3ccco3)c(=O)c2cc1OCC	4	5	-4	-7	0	-5	1.4	3	0	-1
O=C(c1cc(Cl)ccc1[N+](=O)[O-])n1cnc2ccccc21	-10	5	0	-3	1	-10	-1.7	-3	-2	-1
O=C(NCCc1ccccc1)[C@@H]1CC=C[C@@H]2CCN(Cc3ccccc3)C(=O)[C@@H]21	5	8	1	0	2	1	-0.1	-2	-1	-2
CCN(CC)CCP(=O)(c1ccccc1)c1ccccc1	-3	-4	3	-3	-3	-6	-1.8	-1	1	-1
COCCNC(=O)CN1C(=O)COc2ccc(Cl)cc21	6	3	3	-2	-4	12	-1.3	0	-2	6
CCC(=O)Oc1cccc(C(=O)Nc2ccc(-c3nnc(-c4ccco4)o3)cc2)c1	-3	4	-32	-1	-1	-55	1.3	-29	-2	-2
CCOC(=O)c1[nH]c2ccc(OC)cc2c1NC(=S)N1CCN(C(=O)OCC)CC1	-5	10	1	-3	-7	7	-1.5	-2	-1	3
COc1ccc(C2c3c(ncn(CCCO)c3=N)Oc3ccc4ccccc4c32)cc1OC (centres undefined)	10	4	-21	7	-3	-9	-1.7	·	-3	-1
CC(C)[C@H]1COCCS(=O)(=O)N1Cc1ccc(Cl)cc1	-3	3	0	4	-1	6	-2.5	-10	2	-2
O=C(CN1CCN(c2nc(-c3ccc(Cl)cc3)cs2)CC1)NCc1ccco1	0	4	-1	0	1	2	-1.1	-19	0	1
COc1ccc(Cl)cc1N(C(=O)c1ccco1)C(C(=O)NC1CCCC1)c1ccncc1 (centres undefined)	7	-6	2	-5	2	0	0.1	1	1	2
O=C(C1=C[C@@H](C2CCCCC2)C[C@@H](OCc2ccc(CO)cc2)O1)N1CCN(Cc2ccccc2)CC1	-12	0	-13	-1	2	1	0.8	-49	0	4
Cc1ccc(C2(C)NC(=O)N(CC(=O)N3CCN(S(=O)(=O)c4cccc(F)c4)CC3)C2=O)cc1 (centres undefined)	4	-2	3	0	4	-6	-0.2	4	-2	-4
CC(=O)Nc1ccc(C(=O)NNC(=O)C2CC2)cc1	-7	5	-2	-4	-3	0	-1.2	6	6	-2
Nc1ccc(-n2nnnc2-c2ccco2)cc1	2	2	-1	-2	-3	0	2.6	7	1	1
Cc1ccc(C)c(N2CCN(c3ccc([N+](=O)[O-])cn3)CC2)c1	5	-9	3	-2	-1	-1	2.5	1	-2	2
O=C(NNC(=O)c1ccc2ccccc2c1)c1ccc(Cl)c(Cl)c1	14	-2	1	5	-1	-9	2.0	-6	-2	0
O=C(NCc1ccccc1)c1nc(-c2c(F)cccc2F)oc1-c1ccccc1	4	-5	-5	4	1	-12	-0.2	·	8	-1
Fc1ccc([C@@H]2CCNC[C@H]2COc2ccc3c(c2)OCO3)cc1	5&8&2	8&-2&8	0&13&13	0&0&-3	-4&5&2	3&3&1	1.1&-0.1&1.6	9&4&7	-2&-1&0	1&-3&3
O=C(COc1ccc2c(c1)C(=O)CC1(CCCCC1)O2)NCc1ccccc1	1	5	2	-2	-3	0	-1.3	-8	-1	2
